# Bioassay records deposited in PubChem BioAssay by Sanford-Burnham Center for Chemical Genomics.
# TAG inh = inhibitors of triacylglycerol accumulation, primary screen, cell-based, uHTS, fluorescence, H9c2; H9c2 cells, Nile Red lipid (TAG) fluorescence; cells loaded with 200 µM oleic acid; hit rate 0.66% among 230,000; AID 651582, 2012; inhibition, % at 12.5 µM;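 active = pattern-corrected inhibition of lipid staining of at least 50% with the nuclear-stain viability signal not falling by more than 50%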;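 also: 0% = DMSO wells and 100% = triacsin C control wells; some results filed as inactive read as strong as hits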
# TAG inh DAPI viability = recorded beside TAG inh, whose call it bears; DAPI nuclei signal change (viability), lower = more cytotoxic, %;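 whole-well DAPI fluorescence read on a plate reader as a viability signal; minus 50 percent equals half of cells still viable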
# Starred values were filed as active, the others as inactive. Not all compounds are listed; the hit share may differ from the screen's.
# The first four compounds (preview)
# Values run as follows: TAG inh	TAG inh DAPI viability
> O=C(N/N=C/c1ccc(O)c(O)c1)C1CC1
  9	-5
> CCCCC(=O)N(C)c1c(C)nc2ccc(C(=O)N3CCCCC3)cn12
  7	-4
> O=c1cnnc(Nc2ccc(Nc3ccccc3)cc2)[nH]1
  5	-3
> COc1ccc(-c2noc(=O)n2Cc2cc(C)ccc2C)cc1
  -8	-8

# The list itself, from the start:
# Values run as follows: TAG inh	TAG inh DAPI viability
> O=C(N/N=C/c1ccc(O)c(O)c1)C1CC1
  9	-5
> CCCCC(=O)N(C)c1c(C)nc2ccc(C(=O)N3CCCCC3)cn12
  7	-4
> O=c1cnnc(Nc2ccc(Nc3ccccc3)cc2)[nH]1
  5	-3
> COc1ccc(-c2noc(=O)n2Cc2cc(C)ccc2C)cc1
  -8	-8
> CC(C)(O)C#Cc1ccc(CN2CCN(C3CCCCC3)C(CCO)C2)s1 (configuration not stated)
  5	5
> N=c1ccn(Cc2ccc([N+](=O)[O-])cc2)cc1
  -3	9
> O=C1CC(NS(=O)(=O)c2cccnc2)CN1c1ccccc1 (configuration not stated)
  -7	-2
> CCCCN(C(=S)Nc1cccc(SC)c1)C1CCN(C(C)=O)CC1
  -10	3
> Cc1ccc(NCc2ccccc2O)cc1C
  0	6
> C[C@@H]1CCCCO[C@H](CN(C)Cc2ccccc2)[C@@H](C)CN([C@H](C)CO)C(=O)c2cc(NC(=O)c3ccccc3)ccc2O1
  8	-3
> CCOC(=O)c1cccc(NC(=O)C(C)N2C(=O)c3ccccc3C2=O)c1 (configuration not stated)
  1	-5
> COc1cc2c(cc1OC)C(C)N(C(=O)c1cc(C)on1)CC2 (configuration not stated)
  38	-29
> CCNC(=S)N1CCc2cc(OC)c(OC)cc2C1COc1ccc(OC)cc1 (configuration not stated)
  2	9
> COc1ccc(-c2cc(CNS(=O)(=O)c3cc(OC)ccc3OC)on2)cc1
  10	2
> Cn1cccc1CNCC(O)c1ccccc1 (configuration not stated)
  10	9
> CS(=O)(=O)c1ccc(Cl)c(NC(=O)Cc2ccsc2)c1
  -9	6
> O=C(COc1ccc(Cl)cc1)N1CCCCC1
  -6	14
> O=C(NN=Cc1cc([N+](=O)[O-])ccc1O)c1cccc2ccccc12
  -4	-17
> Cc1c(-c2nc(-c3ccc(C(F)(F)F)cc3)no2)n(C)oc1=O
  -16	-6
> O=C1CC(c2ccc(Cl)cc2)n2nc(NS(=O)(=O)c3ccc(F)cc3)nc2N1 (configuration not stated)
  1	11
> CN1CCN(CCC(=O)Nc2cccc(Br)c2)CC1
  -1	2
> CCC(C)(CC(=O)O)CC(=O)Nc1cc(C(F)(F)F)cc(C(F)(F)F)c1 (configuration not stated)
  -4	-9
> CCOC(=O)N1CCC(NC(=O)Cn2cccc2C(=O)c2ccccc2C)CC1
  -8	4
> Cc1ccc(S(N)(=O)=O)cc1NC(=O)/C=C/c1ccc2c(c1)OCO2
  9	3
> C(=N\N1CCN(c2ccccn2)CC1)/c1ccco1
  2	-4
> COc1ccc(C(O)c2nc(-c3ccc(Cl)cc3)cs2)cc1 (configuration not stated)
  -43	0
> O=C(CCS(=O)(=O)c1cccc2nonc12)N1CCN(c2ccc(F)cc2)CC1
  -4	-11
> N/C(=N\OC(=O)CSc1ccccc1)c1ccc([N+](=O)[O-])cc1
  -11	4
> O=C(O)/C(=C\c1c(C(=O)O)[nH]c2cc(Cl)cc(Cl)c12)c1ccccc1
  5	1
> C/C(=N\Nc1nc(C)cc(-c2ccccc2)n1)c1ccc(O)cc1
  39	-8
> COc1ccc(CN2CCOCCOCCN(Cc3ccc(OC)cc3)CCOCCOCC2)cc1
  8	16
> O=C(NCc1ccco1)c1ccc(NC(=O)C2COc3ccccc3O2)cc1 (configuration not stated)
  27	-2
> CC(=O)Nc1ccc(NC=C(C#N)C#N)cc1
  6	-1
> COc1cc(CC(=O)OCC(=O)Nc2ncc(Cl)cc2Cl)cc(OC)c1OC
  13	5
> CS(=O)(=O)c1ccc(Nc2nc(C(N)Cc3ccc(Cl)cc3)cs2)cc1 (configuration not stated)
  7	14
> CN(C(=O)CSc1nnc(Nc2ccccc2)s1)C1CCS(=O)(=O)C1 (configuration not stated)
  -4	7
> COc1ccc(CC(=O)Nc2ccc(/C(C)=N/NC(=O)c3cccc([N+](=O)[O-])c3)cc2)cc1
  1	1
> C=CCn1c(C(CC)CC)nc2ccccc21
  -6	-6
> Cc1sc(-c2c(C#N)c(N)nc3c2CCCCCC3)cc1[N+](=O)[O-]
  -11	-4
> Cc1cc(C(=O)NN)c(Cl)cc1Cl
  13	-8
> CCOc1ccc(OCC)c(NC(=O)C2CCN(c3nn4c(=O)cc(C)nc4s3)CC2)c1
  14	-3
> CC(c1ccon1)N(C)Cc1c(C(=O)N(C)Cc2ccccc2)nc2ccccn12 (configuration not stated)
  1	6
> CCCCCCOc1ccc(/C=N/NC(=O)C2CC2)cc1
  -1	-14
> COc1ccc(C2/C=C\CN(S(=O)(=O)c3ccc(C)cc3)[C@H](Cc3ccccc3)C(=O)N2Cc2ccc(F)cc2)cc1 (some centres not stated)
  10	0
> C[C@@H](NC(=O)c1nc[nH]c1C(=O)NCc1ccc(CNC(=O)OC(C)(C)C)cc1)c1ccccc1
  -11	16
> O=C(Nc1ccc2c(c1)OCO2)C1CC(c2cccc(Br)c2)=NO1 (configuration not stated)
  -7	-1
> Cc1ccc(N(C(=O)c2sc(C)nc2C)C(C(=O)NC(C)(C)C)c2ccncc2)cc1 (configuration not stated)
  8	-3
> COc1ccc(OC)c(NS(=O)(=O)c2ccc(Cl)s2)c1
  10	-10
> O=C(NCc1cccnc1)C1c2ccccc2C(=O)N1Cc1ccccc1 (configuration not stated)
  -2	-8
> CCCN(C(=O)CSCc1ccccc1C)c1c(N)n(Cc2ccccc2)c(=O)[nH]c1=O
  0	3
> Cc1c(C(=O)NCC2CCCO2)sc2nc(-c3ccc(F)cc3)cn12 (configuration not stated)
  12	13
> COc1ccc(/C=C/C(=O)Nc2cccc(S(=O)(=O)NC3=NCCCCC3)c2)cc1OC
  1	6
> CCOc1ccccc1NC(=O)NCc1ccccc1
  -8	-8
> CCN(CC)c1ccc(NC(=O)CCc2nnc3ccc(N4CCCC4)nn23)c(C)c1
  44	-3
> COc1ccc(N=C2SCC(=O)N2Cc2ccccc2)cc1
  -4	3
> CCCCc1ccc(NC(=O)C2CCN(S(C)(=O)=O)CC2)cc1
  -9	11
> O=c1c2ccccc2nc(-c2ccc(Cl)cc2Cl)n1CCCn1ccnc1
  -15	15
> COc1ccc(C)cc1N(CC(=O)NC1CCCC1)C(=O)CCC(=O)Nc1cc(C)on1
  3	5
> c1ccc2c(c1)CCN(c1ncnc3c1[nH]c1ccccc13)C2
  -132	10
> O=C(NC1CCCC1)c1ccc(CS(=O)(=O)c2ccc(Br)cc2)o1
  2	7

# The results go on:
# Values run as follows: TAG inh	TAG inh DAPI viability
> S=c1nc(-c2ccccc2Cl)n(Cc2cccnc2)c2c1CCCC2
  -1	10
> O=C(Cn1cnc2ccccc21)Nc1ccc2c(c1)OCCCO2
  -35	-3
> COc1cccc2sc(=NC(=O)CS(=O)(=O)c3ccc(F)cc3)n(C)c12
  -34	5
> Cc1ccnc(N2CCC(C(=O)NCc3ccc(F)cc3)CC2)n1
  -4	9
> CCc1ccccc1NC(=O)N1C2CCCC1CC(NC(=O)C(C)(C)C)C2 (configuration not stated)
  21	14
> Cc1cccnc1NC(=O)C1CCCN1S(=O)(=O)c1ccc(Cl)cc1 (configuration not stated)
  -24	0
> O=C(CSc1nnc(NC(=O)c2ccco2)s1)NC1CCCC1
  -3	-7
> COc1ccc(C)cc1S(=O)(=O)N1c2ccc(C)cc2C2CN(C)CCC21 (configuration not stated)
  -4	5
> Oc1cnc2ccccc2c1CN1CCOCC1
  2	-7
> CC(C)(C)CC(=O)NC(=S)NCc1ccco1
  -6	11
> COCCCn1[nH]c2c3c(ccc2c1=O)C(=O)c1ccccc1C3=O
  9	-5
> CC(=O)NCCNC(=O)Cn1nnc(-c2ccccc2)c1COc1ccc2ccccc2c1
  8	2
> CCn1ncc(-c2ccnc3cc(C(=O)O)nn23)c1C
  -10	15
> CCCn1cnc2cc(NCc3ccccn3)ccc21
  -5	11
> CC(N=C1NS(=O)(=O)c2ccccc21)C(=O)NCCCc1ccccc1 (configuration not stated)
  3	-5
> O=C(NCc1ccc2c(c1)OCO2)NC1CCCCC1
  -9	6
> Clc1ccccc1CSc1nnc(-c2ccncc2)o1
  -8	16
> CCC(C)NC(=O)C1CCC(=O)N(c2cc(OC)c(OC)c(OC)c2)C1c1ccc(OC)cc1 (configuration not stated)
  -4	-2
> COc1ccccc1CC(=O)N(CCC1=CCCCC1)c1c(N)n(Cc2ccccc2)c(=O)[nH]c1=O
  -14	0
> CCOc1ccc(S(=O)(=O)N2CCCCC2)cc1NC(=O)Cc1ccsc1
  -15	4
> O=C(O)c1cccc(NC(=O)c2cn(-c3ccccc3)nc2-c2ccc(F)cc2)c1
  3	-4
> COc1cc2ccccc2ccc1=NO
  6	14
> N#Cc1ccc(COn2nnc3ccccc32)cc1
  14	-17
> Cc1ccccc1NC(=O)CCN1CCCC1
  4	1
> CCn1cc(C2N3CC4(C)CN2CC(C)(C3)C4=O)c2ccccc21 (configuration not stated)
  5	0
> COc1ccc(/C=C/C(=O)NC(CCSC)C(=O)O)cc1 (configuration not stated)
  2	-4
> CCOc1ncccc1C(=O)Nc1ccc(Cl)c(S(=O)(=O)N2CCCC2)c1
  -51	-4
> Cc1cc(NC(=O)c2ccc(Cl)c(S(=O)(=O)N3CCOCC3)c2)no1
  -6	0
> Cn1cnc([N+](=O)[O-])c1SCCO
  14	3
> COc1ccccc1NC(=S)N(Cc1ccc(C)cc1)Cc1ccccn1
  -13	5

# Single entries from the entries so far:
# CCOc1ccc(S(=O)(=O)N2CCCCC2)cc1NC(=O)Cc1ccsc1 – TAG inh = -15
# O=C(O)c1cccc(NC(=O)c2cn(-c3ccccc3)nc2-c2ccc(F)cc2)c1 – TAG inh = 3
# Cn1cnc([N+](=O)[O-])c1SCCO – TAG inh = 14
# Cc1cc(NC(=O)c2ccc(Cl)c(S(=O)(=O)N3CCOCC3)c2)no1 – TAG inh DAPI viability = 0

# (further entries)
# Values run as follows: TAG inh	TAG inh DAPI viability
> CC1CCN(C(=O)COC(=O)CNC(=O)c2ccccc2F)CC1
  -6	6
> O=C(c1cc2c(s1)CCCC2)N1CCN(S(=O)(=O)c2ccccc2)CC1
  -13	0
> Cc1ccc(-c2c(C#N)c(N)n(-c3ccccc3C)c(=O)c2C#N)cc1
  -9	4
> COc1ccc(-c2cc(C(=O)Nc3cc(S(=O)(=O)N4CCOCC4)ccc3N3CCOCC3)c3ccccc3n2)cc1
  17	-5
> Cc1cc(NC(=O)c2ccc(F)cc2)no1
  5	-10
> Cc1ccc(S(=O)(=O)NCC(=O)OCC(=O)N(CCC#N)c2ccccc2)cc1
  -1	-6
> O=C(CSc1nnc2c(n1)[nH]c1ccc(S(=O)(=O)N3CCOCC3)cc12)Nc1ccc(F)c(F)c1
  7	-6
> CC(=O)Nc1cccc(OCC(=O)Nc2ccc(F)cc2)c1
  8	-18
> Cc1cc(Br)ccc1NC(=O)C1CSC2(C)CCC(=O)N12 (configuration not stated)
  -4	-7
> CC#CC(=O)N1CCC(n2nccc2NC(=O)c2ccc3c(c2)OCO3)CC1
  38	-9
> O=C(Cn1c(-c2cncs2)nc2ccccc21)NC1CCCC1
  -11	-1
> Cc1ccc(Cl)cc1NC(=O)NCc1cccnc1
  16	-2
> COc1ccc(/C=N\NC(=O)c2ccccc2OC)cc1COc1ccccc1C
  -2	4
> COc1nc(-c2ccccc2)nnc1-c1ccccc1
  -3	-2
> CC(=O)N1CCN(CCS(=O)(=O)c2ccc(Br)cc2)CC1
  -15	-2
> CCOC(=O)C1CCN(S(=O)(=O)c2c[nH]c(=O)[nH]c2=O)CC1
  -5	2
> Cc1cc(C)c(-c2cc(C(=O)Nc3c(C)n(C)n(-c4ccccc4)c3=O)[nH]n2)c(O)c1
  4	17
> CCCCCCc1ccc(N2C[C@H](CCCCC)[C@@H](CC(=O)NCc3ccccc3)C2=O)cc1
  4	-14
> COc1cccc(C2C(C(C)=O)=C(O)C(=O)N2CCc2c[nH]c3ccccc23)c1 (configuration not stated)
  -18	4
> CCOc1ccc(CN2CCN(Cc3cc4ccccc4o3)CC2CCO)cc1 (configuration not stated)
  10	-7
> CC(=O)Nc1sc(C)c(C)c1C(=O)OCC(=O)N(CC(C)C)c1c(N)n(Cc2ccccc2)c(=O)[nH]c1=O
  -5	-4
> CC(C)[C@H](NS(=O)(=O)c1ccccc1)C(=O)OCC(=O)NC(=O)c1cccn1C
  11	-2
> NS(=O)(=O)c1cccc(NC(=O)CSc2n[nH]c(-c3ccccc3Br)n2)c1
  -5	-3
> O=C(COc1cccc2cccnc12)Nc1ccccc1
  -3	9
> Nc1c(S(=O)(=O)c2ccccc2)c2nc3ccccc3nc2n1C1CC1
  -10	20
> CCOc1ccc(-n2ccn(CC(=O)NCCc3ccccc3)c(=O)c2=O)cc1
  10	1
> CCN(c1cccc(C)c1)S(=O)(=O)c1cccc2nsnc12
  2	-5
> Cc1ccccc1Nc1nc(N)nc(CN2CCN(Cc3ccc4c(c3)OCO4)CC2)n1
  7	-10
> O=c1nc(Nc2ccccc2)sc2ccc([N+](=O)[O-])cc12
  -3	11
> O=C(COC(=O)c1ccc2c(c1)S(=O)(=O)N=C1CCCCCN12)NCc1cccs1
  -4	-6
> Cc1nnc(-c2cnn(C)c2N)n1CCCN1CCOCC1
  8	5
> CCOC(=O)c1cc(-c2ccccc2C)n(Cc2cc(C)no2)n1
  -7	-4
> COc1ccc(Cl)cc1NC(=O)COc1cccc(-n2cnnn2)c1
  -9	-5
> CCCCCOC(=O)Cc1c(O)c2ccccc2n(C)c1=O
  -10	11
